Screens as filed in PubChem BioAssay.
Shn3 3UTR inh = reduction of Shn3 3'UTR firefly luciferase signal, primary screen, Schnurri-3 inhibitor project, cell-based, Clone20 osteoblasts, set 2; 360,000 tested, 0.52% active; Clone20 osteoblast Shn3 3'UTR firefly luciferase, 24 h; inhibition, % at 12.5 µM;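 active = mean inhibition of at least 75% with every replicate also reaching 75%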;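 also: 0% = median of neutral control wells and 100% = pilot-screen positive control compound; some compounds past the cut are filed as inactive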
SRC1 inh = SRC1 coactivator transcriptional activity inhibitors, primary screen, cell-based, luminescence; Nuclear receptor coactivator 1 (Homo sapiens), Q15788; HEK293 GAL4-SRC1 luciferase reporter; inhibition, % at 3.6 µM; 360,000 tested, 0.12% active; AID 588354, 2011;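 active = inhibition above the campaign mean plus 3 SD, with each screening campaign given its own cutoff, cut at about 60% in these data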;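 also: 0% = DMSO treated cells and 100% = gossypol at 36 µM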
Target sequence (Q15788 whole entry, looked up, the tested form may be a part): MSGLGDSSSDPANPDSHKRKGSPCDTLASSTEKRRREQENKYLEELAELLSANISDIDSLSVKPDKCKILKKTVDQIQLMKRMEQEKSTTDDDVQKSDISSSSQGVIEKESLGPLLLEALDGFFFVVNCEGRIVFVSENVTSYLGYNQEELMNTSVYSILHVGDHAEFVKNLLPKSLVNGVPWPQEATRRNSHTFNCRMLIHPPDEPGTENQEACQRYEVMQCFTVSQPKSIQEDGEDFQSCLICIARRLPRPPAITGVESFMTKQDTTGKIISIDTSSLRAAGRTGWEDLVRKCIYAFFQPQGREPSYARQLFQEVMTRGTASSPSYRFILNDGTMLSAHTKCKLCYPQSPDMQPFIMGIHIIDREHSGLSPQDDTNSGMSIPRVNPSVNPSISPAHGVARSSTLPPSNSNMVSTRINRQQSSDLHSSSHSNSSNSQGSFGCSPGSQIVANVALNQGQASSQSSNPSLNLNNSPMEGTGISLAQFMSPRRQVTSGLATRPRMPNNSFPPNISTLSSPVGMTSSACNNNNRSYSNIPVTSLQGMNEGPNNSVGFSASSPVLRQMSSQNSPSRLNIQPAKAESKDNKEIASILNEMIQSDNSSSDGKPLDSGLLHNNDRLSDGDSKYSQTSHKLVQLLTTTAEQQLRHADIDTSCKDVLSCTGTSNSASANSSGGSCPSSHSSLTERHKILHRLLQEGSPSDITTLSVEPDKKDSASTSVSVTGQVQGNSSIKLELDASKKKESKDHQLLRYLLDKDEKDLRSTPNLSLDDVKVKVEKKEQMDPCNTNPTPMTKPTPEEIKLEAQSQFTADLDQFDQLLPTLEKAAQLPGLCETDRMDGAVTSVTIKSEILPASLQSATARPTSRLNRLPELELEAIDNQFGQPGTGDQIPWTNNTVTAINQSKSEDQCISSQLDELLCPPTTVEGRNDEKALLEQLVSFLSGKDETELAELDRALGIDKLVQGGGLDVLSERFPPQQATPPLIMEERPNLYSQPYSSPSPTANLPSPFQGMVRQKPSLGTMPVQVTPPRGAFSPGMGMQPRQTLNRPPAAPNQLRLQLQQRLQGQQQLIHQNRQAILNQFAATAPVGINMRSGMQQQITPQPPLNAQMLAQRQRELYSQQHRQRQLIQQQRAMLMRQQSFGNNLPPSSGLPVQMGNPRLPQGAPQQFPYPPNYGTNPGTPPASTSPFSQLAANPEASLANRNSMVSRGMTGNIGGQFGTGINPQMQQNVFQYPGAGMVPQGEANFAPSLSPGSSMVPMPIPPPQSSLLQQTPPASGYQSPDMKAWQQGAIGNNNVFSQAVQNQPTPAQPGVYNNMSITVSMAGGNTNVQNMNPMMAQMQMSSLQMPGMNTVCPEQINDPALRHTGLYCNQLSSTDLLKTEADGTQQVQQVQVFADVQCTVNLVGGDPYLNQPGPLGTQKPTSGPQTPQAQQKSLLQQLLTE
EBV LMP1 NFkB = EBV LMP1-driven NF-kappaB luciferase reporter inhibitors, primary screen, cell-based, luminescence, single point. LMP1-induced NF-kappaB luciferase reporter cells. inhibition, % at 12.5 µM. 350,000 tested, 0.69% active. AID 504558, 2011; in the data active = inhibition above about 41%;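 also: 0% = neutral control wells and 100% = reference inhibitor control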
LRH-1 inv ag = LRH-1 (NR5A2) inverse agonists, primary screen, cell-based, luminescence, HEK293T, StAR-luciferase reporter; AID 602396, 2012; LRH-1 transfected, 24 h; Nuclear receptor subfamily 5 group A member 2 (Homo sapiens), O00482; inhibition, % at 3.6 µM; 360,000 tested, 0.13% active;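 active = inhibition above the mean inhibition of all tested compounds plus 3 SD, cut at about 73% in these data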;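 also: 0% = DMSO wells and 100% = reporter-only cells lacking LRH-1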
TRAIL sens C8 = viability loss with TRAIL in NB7+C8 cells, primary screen, TRAIL sensitizer project, cell-based, ATPlite luminescence. inhibition (viability loss, TRAIL sensitization), % at 10 µM. 360,000 tested, 1% active. AID 624354, 2012;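 active = compounds causing at least 50% loss of cell viability in the single-dose screen, relative to plate controls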
SRC3 inh = SRC3 coactivator transcriptional activity inhibitors, primary screen, cell-based, luminescence. Nuclear receptor coactivator 3 (Homo sapiens), Q9Y6Q9. HEK293 GAL4-SRC3 luciferase reporter. inhibition, % at 3.6 µM. 360,000 tested, 0.17% active;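 active = inhibition above a per-campaign cutoff, the mean of all compounds plus 3 SD, cut at about 60% in these data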;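 also: 0% = DMSO-treated cells and 100% = gossypol-treated cells at 36 µM; higher means less SRC3-driven luciferase light from the GAL4 reporter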
TROY signal inh = inhibitors of TROY-driven NF-kB signaling, primary screen, Q293 LMP1-TROYcd cells, NF-kB luciferase, uHTS. Q293 LMP1-TROYcd NF-kB luciferase reporter, 4 h. inhibition, % at 10 µM. 360,000 tested, 0.98% active. AID 1347056, 2019;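 active = compounds whose plate-normalised and pattern-corrected inhibition of the luciferase reporter signal at the single screening dose is 50% or more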
KKLEB cytotox = cytotoxicity in KKLEB CF airway cells, primary screen, cytotoxicity control for CF NF-kB inhibitor project, cell-based, uHTS, fluorescence assay plates; activity change (cytotoxicity), % at 5 µM; KKLEB CF airway cells viability, ATPlite luminescence, overnight; hits give low values; cells stimulated with P. aeruginosa culture filtrate; 360,000 tested, 0.36% active; AID 602141, 2011;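 active = corrected activity change at or below -50% at 5 µM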
TWEAK-Fn14 inh = inhibitors of TWEAK-Fn14 signaling, primary screen, luciferase reporter cells, uHTS; TWEAK-stimulated Fn14 reporter cells, luciferase luminescence, 8 h; inhibition, % at 10 µM; 360,000 tested, 2% active; in the data active = inhibition above about 50%
CF NFkB block = inhibitors of PAF-induced NF-kB signaling, primary screen, cell-based, GFP fluorescence, uHTS; KKLEB NF-kB-GFP reporter, GFP fluorescence overnight; inhibition, % at 5 µM; 360,000 tested, 0.86% active; AID 588850, 2011;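 active = at least 50% inhibition at 5 µM, scaled per plate between neutral and stimulator controls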;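 also: PAF is a Pseudomonas aeruginosa culture filtrate used as stimulus; plate controls were PAF-stimulated DMSO wells for no effect and unstimulated DMSO wells for full effect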
COUP-TFII inh = NR2F2 transcriptional activity inhibitors, primary screen, cell-based, luciferase reporter, HEK293T, luminescence. HEK293T NGFI-A luciferase reporter. inhibition, % at 8.6 µM. 370,000 tested, 0.7% active;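 active = inhibition above a per-plate cutoff, mean inhibition of test wells between control levels plus 3 SD, cut at about 38% in these data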;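 also: cells cotransfected with COUP-TFII expression vector driving the NGFI-A reporter; 0% = median of COUP-TF2 test wells and 100% = reporter-only cells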
The depositor's hits bear a star; . = not tested or not shown; & = joins results of further samples. A portion of the library, so the mix of outcomes need not match the whole.

SMILES	Shn3 3UTR inh	SRC1 inh	EBV LMP1 NFkB	LRH-1 inv ag	TRAIL sens C8	SRC3 inh	TROY signal inh	KKLEB cytotox	TWEAK-Fn14 inh	CF NFkB block	COUP-TFII inh
COC(=O)C(O)(c1c(C)[nH]n(-c2ccccc2)c1=O)C(F)(F)F (stereo not drawn)	-35	-10	2	-14	-9	1	-44	2	2	10	10
CC(C)c1ccc(OCC(=O)N2CCCN(C)CC2)cc1	-24	-23	-2	-8	29	-33	-4	24	0	-4	-20
C[C@H]1CC[C@@H]2[C@@H](C)[C@H]3[C@H](C[C@H]4[C@@H]5CC=C6C[C@@H](O[C@@H]7O[C@H](CO)[C@H](O)[C@H](O[C@@H]8O[C@H](CO)[C@@H](O)[C@H](O)[C@H]8O)[C@H]7O[C@@H]7O[C@@H](C)[C@H](O)[C@@H](O)[C@H]7O)CC[C@]6(C)[C@H]5CC[C@]34C)N2C1	7	8	14	0	11	-11	-8	8	4	-2	-4
O=C(CN1CCCC1=O)Nc1ccccc1	2	-9	-5	-15	-17	10	8	0	-1	5	4
COc1ccc(C(=O)c2nc3ccccc3n2C(C)C)cc1OC	20	1	6	8	2	4	12	6	4	1	3
CCOc1cc(C(=O)N2CCC3(CC2)OCCO3)cc(OCC)c1OCC	8	3	-1	-18	-8	11	0	-8	17	9	.
Cc1ccc2c(c1)CCCN2N=O	-15	6	4	11	11	17	-13	6	10	5	1
CNC(=O)O/N=C(\N)Cc1csc2ccccc12	0	-15	0	3	-4	19	-8	-1	16	-18	-35
Clc1ccc2c(N3CCNCC3)ccnc2c1	12	-18	-6	10	11	0	7	5	-9	-1	0
CCOC(=O)C(O)(c1ccc(NC(=O)NC)cc1)C(F)(F)F (stereo not drawn)	.	-14	.	8	-7	5	-11	14	7	-18	16
CN(CCc1nnc(N)s1)[N+](=O)[O-]	-26	-18	6	0	-3	5	-9	8	2	-2	-9
C[N+]1(CC(COCc2ccccc2)OC(=O)Cc2ccccc2)CCOCC1 (stereo not drawn)	4	11	-5	9	-5	14	-6	10	8	7	2
O=C1NCN(c2ccccc2)C12CCN(C(c1ccccc1OC(F)(F)F)c1nnnn1C1CCCC1)CC2 (stereo not drawn)	-2	-13	.	6	9	17	0	-13	-7	15	2
O=P(O)(O)Cc1ccccc1OP(=O)(c1ccccc1)c1ccccc1	6	13	-3	-5	-14	6	-12	-8	0	11	4
Cc1cc(OC(=O)N(C)C)nc(-c2ccc(C)c(Cl)c2)n1	26	-25	9	-6	20	0	-37	1	10	-25	-10
COc1ccccc1OCC#CCN1CCCC1	0	6	9	5	21	10	27	7	0	7	7
NC(Cc1nc2ccccc2[nH]1)c1ccc(Cl)cc1 (stereo not drawn)	-31	-96	-21	-156	2	-75	7	5	-12	-27	-33
Cc1ccc(N2C(=O)NC(=O)C(CCc3ccccn3)(Cc3cccc(Cl)c3Cl)C2=O)cc1 (stereo not drawn)	-2	6	-3	-6	-4	-4	0	10	3	0	2
CCOC(=O)C(O)(c1ccc(NC(=O)Oc2ccccc2)cc1)C(F)(F)F (stereo not drawn)	-21	5	6	9	8	10	10	-5	-12	12	-9
Cc1cc(C)c2c(c1)NP(=S)(c1ccccc1)N2 (stereo not drawn)	-7	-73	3	-115	-2	-87	-25	-6	-10	24	-38
CCC(=NCC1CCCO1)c1c(O)[nH]c(=O)[nH]c1=O (stereo not drawn)	-4	1	-2	1	5	-9	0	-1	9	4	-22
Cc1c(Oc2cc(NN3CCCCC3)c([N+](=O)[O-])cc2[N+](=O)[O-])cccc1[N+](=O)[O-]	-12	1	-4	-3	-3	8	-9	-6	-12	23	7
Cc1cccc(N2CCN(Cc3ccc4c(c3)OCO4)CC2)c1C	0	-11	4	14	7	-5	17	10	-25	8	14
O=C(c1ccccc1F)N1C[C@H]2C[C@@H](C1)c1cccc(=O)n1C2	-8	-12	-4	6	4	-2	-1	6	-26	0	-7
COC(=O)C1=C(c2ccc(-c3ccccc3)c(F)c2)C[C@@H]2CC[C@H]1N2C(=O)NCc1ccc(F)cc1	41	-24	-7	18	14	9	15	-20	10	8	9
CCOC(=O)C1=C(C)OC(N)=C(C(=O)OCC)[C@@]12C(=O)N(CC(N)=O)c1ccccc12	2&-5	-12	1	-5	-8	10	-10	-4	-19	-2	-1
O=c1c2ccccc2nc(/C=C/c2ccccc2O)n1-c1ccccc1O	-35	-29	-8	-10	-6	-30	-26	10	39	-5	-18
CC1(C)CC(=O)c2cc(OCC(=O)N3CCN(Cc4ccccc4)CC3)ccc2O1	-2	3	-1	3	2	12	-14	12	-2	-12	7
CC(C)S(=O)(=O)N1Cc2ccccc2-n2nncc2C1	-22	-1	3	-14	0	-7	-16	-4	-35	4	4
C[C@@H]1COc2cccc(N3CCN(C)CC3)c2S(=O)(=O)N1	.	.	.	-25	1	.	-6	.	3	.	-17
COc1ccc(C(c2nnnn2C2CCCC2)N2CCC3(CC2)C(=O)NCN3c2ccccc2)cc1 (stereo not drawn)	-1	-3	.	-3	-6	-10	56*	-4	-8	4	-10
CCCNC(=O)N1[C@H]2CC[C@@H]1C(C(=O)OC)=C(c1c(C)noc1C)C2	-26	-22	-6	-19	6	8	0	-9	11	1	-4
CCCCn1c(O)c(C(C)=Nc2ccc(C(=O)O)cc2)c(=O)[nH]c1=O	-4	-9	6	7	-12	34	1	-4	-13	7	3
Cc1ccc2c(c1)C1CN(C)CCC1N2C(=O)c1cccnc1Cl (stereo not drawn)	21	-48	-7	-5	13	9	0	-4	-2	4	-10
CCCOC(=O)c1c(N)n(Cc2cccs2)c2nc3ccccc3nc12	8	7	2	8	-2	21	25	-15	33	10	0
C[C@]12CC[C@H](OC(=O)CCC(=O)O)CC1=CCC1C2CC[C@@]2(C)C1CC[C@@H]2OC(=O)CCC(=O)O (stereo partly drawn)	15	6	-4	18	-13	1	4	-2	8	6	-5

Single entries from above.
CCCNC(=O)N1[C@H]2CC[C@@H]1C(C(=O)OC)=C(c1c(C)noc1C)C2 in SRC3 inh reads 8
CC(C)S(=O)(=O)N1Cc2ccccc2-n2nncc2C1 in CF NFkB block reads 4

Going on with the list.
SMILES	Shn3 3UTR inh	SRC1 inh	EBV LMP1 NFkB	LRH-1 inv ag	TRAIL sens C8	SRC3 inh	TROY signal inh	KKLEB cytotox	TWEAK-Fn14 inh	CF NFkB block	COUP-TFII inh
CC(=O)c1ccc(OC(C)C)c(Cc2c(O)[nH]c(=S)[nH]c2=O)c1	-8	-11	-1	-43	-1	6	7	-4	5	6	13
CC(C)(C)C(=O)OC[N+](C)(C)CCOC(=O)C(O)(c1ccccc1)C1CCCC1 (stereo not drawn)	14	7	-6	4	-4	1	-5	1	-2	0	-3
COc1ccc(-c2ccc3c(c2)CN(CC(C)C)Cc2cnnn2-3)cc1	7	-26	.	7	-11	12	-5	-38	-41	0	11
O=c1[nH]c(=O)n(-c2ccc(F)cc2)c(O)c1C=NCCN1CCCCC1	-14	10	2	1	0	3	5	-4	7	9	-12
C/C(=N\Nc1ccccc1)c1c(O)n(Cc2ccccc2)c(=O)[nH]c1=O	15	-16	-15	15	-2	20	-18	2	-5	3	3
CCCCc1nc(N2CCNCC2)c(C#N)c2c1CSC(C)(C)C2	7	4	1	13	16	1	-1	-4	6	6	12
Cc1cc(OCC(=O)N[C@H](C(=O)O)c2ccccc2)c2c3c(c(=O)oc2c1)CCC3	-12	0	-8	-4	32	-7	17	-14	-1	10	7
O=c1cc(CN2CCNCC2)nc2sccn12	2	-10	0	24	5	9	5	3	1	-7	-12
Cc1ccc(O)c(C(=O)c2cc(C(=O)NCCC(C)C)c(=O)n(CCC(C)C)c2)c1	29	3	14	-8	-1	7	11	-17	13	5	14
COc1cc(CNCCc2c[nH]c3ccccc23)cc(OC)c1	23	11	-1	-6	-7	-42	19	-4	14	-3	5
O=C(Nc1ccc(F)c([N+](=O)[O-])c1)N1C[C@H]2C[C@@H](C1)c1cccc(=O)n1C2	-15	-14	-8	-15	-1	-9	6	-1	2	5	-18
C[C@]12CCC(=O)C=C1CCC1C2CC[C@@]2(C)C1CC[C@@]2(O)CC#N (stereo partly drawn)	-8	1	2	-32	-1	-4	-4	-3	-6	0	.
O=C(CN1CC=C(c2ccccc2)CC1)Nc1cc(Cl)ccc1Cl	-9	9	-4	-8	-13	-7	12	-6	10	17	-1
O=c1[nH]c(=O)n(CCC2=CCCCC2)c(O)c1/C=N/Nc1cccc2ccccc12	11	-10	-7	-2	20	-11	40	1	14	-14	20
C/C(Cl)=C/CC1(CN2CCCC2=O)C(=O)NC(=O)NC1=O	-21	-6	4	-9	-15	4	5	-3	9	-1	5
Cc1ccnc(NS(=O)(=O)c2ccc(N=Cc3c(O)n(C)c(=O)n(C)c3=O)cc2)n1	21	-8	-7	-18	-4	-22	9	7	-10	-7	-15
COc1ccc(C=C2C(=O)N(C)C(=O)N(C)C2=O)cc1CSc1ccccn1	1	-11	0	7	4	-5	-2	-2	9	-2	5
CCCCCCn1c(=O)c(C(=O)Nc2cnccn2)c(O)c2ccccc21	13	-13	26	9	21	5	18	-35	49	34	-7
CCN(CC)P(=O)(NC(=O)c1cccn1C)N(CC)CC	-5	2	-3	3	-9	-2	4	-4	7	-5	7
Cc1ccc(-n2c(C)cc(/C=C3\C(=O)NC(=O)N(C)C3=O)c2C)cc1C	8	-10	0	-30	-6	0	-20	5	3	0	-9
O=P(Oc1ccccc1)(Oc1ccccc1)C(Nc1ccccc1)c1ccccc1 (stereo not drawn)	17	-18	-8	-22	16	24	17	-22	12	18	-6
CN(C(=O)CNC(=O)OCc1ccccc1)c1ccc(Br)cc1C(=O)c1ccccc1Cl	3	6	23	28	5	18	9	-18	37	38	-11
Cc1ccc(C(=O)n2cc(CCN3CCS(=O)(=O)CC3)c3ccccc32)cc1	-4	-2	4	2	8	23	17	-8	-2	0	-3
O=C(COc1ccccc1)c1cn(Cc2ccccc2)c2ccccc12	17	-42	-10	-40	-3	10	-66	-2	-80	0	-1
COC(=O)C1=C(c2cccc(OC)c2OC)C[C@@H]2CC[C@H]1N2C(=O)NCc1ccc(C(F)(F)F)cc1	12	2	-13	21	4	5	8	3	-7	14	14
CN1[C@@H]2CCC[C@H]1CC(=O)C2	-15	6	4	12	-2	-20	5	4	16	-4	-8
C[C@H](CO)N1C[C@H](C)[C@H](CN(C)C(=O)Oc2cccc3ccccc23)OCc2cnnn2CCCC1=O	-12	-10	-1	-7	-3	7	-7	8	8	-4	-11
